HP1b chromo inh – HTS for Inhibitors of HP1-beta Chromodomain Interactions with Methylated Histone Tails; Chromobox protein homolog 1 (Homo sapiens), P83916; AlphaScreen HP1-beta / biotin-H3K9me3 peptide binding; Potency, µM (titrated, usually from 114 µM), for inactives: at the highest dose activity change, negative = inhibition, usual class: inhibitors; hit rate 0.56% among 390,000; AID 540317, 2011; also: potency is read from the fitted curve at half-maximal effect; nearly all actives have a fitted effect of over 70% in size; inactives centre near 23
Target sequence (P83916 whole entry, looked up): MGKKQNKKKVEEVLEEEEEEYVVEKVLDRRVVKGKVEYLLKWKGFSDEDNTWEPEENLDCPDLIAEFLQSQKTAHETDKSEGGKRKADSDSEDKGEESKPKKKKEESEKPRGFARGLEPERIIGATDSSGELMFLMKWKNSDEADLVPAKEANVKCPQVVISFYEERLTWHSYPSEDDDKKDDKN
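Compound inhibition of the preformed complex between 50 nM HP1-beta and 50 nM biotinylated H3K9me3 peptide was read by AlphaScreen. Buffer was PBS pH 7.4 with 0.01% Tween-20. Incubations ran 30 min at room temperature, with 10 ug/mL donor/acceptor beads.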
RGS4 inhibitor – Inhibitors of Regulator of G Protein Signaling (RGS) 4: qHTS. hit rate 0.039% among 390,000. Potency, µM (doses to about 114 µM), for inactives: top-dose activity change, negative = inhibition, most hits filed as inhibitors. Transcreener GDP fluorescence polarization, RGS4-accelerated GTP hydrolysis; also: potency is read from the fitted curve at half-maximal effect; % is scaled to controls: 0 for no effect and ±100 for the full control effect; nearly all actives have a fitted effect of over 75% in size; some results filed as inactive show a strong effect at the top dose
Target sequence (P49798 whole entry, looked up): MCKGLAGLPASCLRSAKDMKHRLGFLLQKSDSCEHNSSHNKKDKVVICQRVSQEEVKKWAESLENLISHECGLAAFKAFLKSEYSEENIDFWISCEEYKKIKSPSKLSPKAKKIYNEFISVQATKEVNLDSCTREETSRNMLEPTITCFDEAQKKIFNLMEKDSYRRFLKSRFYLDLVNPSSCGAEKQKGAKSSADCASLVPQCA
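MLSMR compounds (23 nl, pin-transferred) preincubated 10 min at room temperature with a 500nM (2x) first reagent, then RGS4 at 900nM (2x) plus Transcreener GDP mix added; fluorescence polarization (620/688 nm) read before and after 90 min at 30 °C.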
GLS inhibitor – qHTS for Inhibitors of Glutaminase (GLS) | Potency, µM (titrated, usually from 45.5 µM), for the others: top-dose activity change, negative = inhibition, actives largely listed as inhibitors | GLS enzymatic activity, qHTS titration | hit rate 0.21% among 410,000; also: potency is read from the fitted curve at half-maximal effect; % is scaled to controls: 0 for no effect and ±100 for the full control effect
Target sequence (O94925 whole entry, looked up): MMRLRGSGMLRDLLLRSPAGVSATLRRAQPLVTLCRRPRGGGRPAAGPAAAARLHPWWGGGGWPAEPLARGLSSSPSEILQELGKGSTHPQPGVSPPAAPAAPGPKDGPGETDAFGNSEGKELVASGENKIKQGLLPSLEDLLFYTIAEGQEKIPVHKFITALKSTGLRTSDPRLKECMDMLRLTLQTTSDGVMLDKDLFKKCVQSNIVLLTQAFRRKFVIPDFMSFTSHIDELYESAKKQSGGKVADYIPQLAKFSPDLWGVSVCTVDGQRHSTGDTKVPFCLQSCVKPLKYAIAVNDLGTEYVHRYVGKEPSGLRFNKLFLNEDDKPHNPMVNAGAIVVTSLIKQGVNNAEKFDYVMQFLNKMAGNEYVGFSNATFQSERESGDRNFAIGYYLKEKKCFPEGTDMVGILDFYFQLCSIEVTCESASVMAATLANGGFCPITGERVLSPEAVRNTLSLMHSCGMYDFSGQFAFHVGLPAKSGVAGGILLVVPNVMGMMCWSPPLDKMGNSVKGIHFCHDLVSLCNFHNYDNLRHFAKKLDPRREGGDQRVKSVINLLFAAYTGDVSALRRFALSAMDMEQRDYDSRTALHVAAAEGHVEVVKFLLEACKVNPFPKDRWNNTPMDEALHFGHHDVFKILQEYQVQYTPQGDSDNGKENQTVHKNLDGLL
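Compounds were pin-transferred onto hKGA, after which L-glutamine (1 mM solution) and a detection mix of glutamate oxidase, HRP and Amplex Red were added. Initial and 30 min RT fluorescence reads were collected.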
BAZ2B inh – qHTS Assay for Inhibitors of BAZ2B; Bromodomain adjacent to zinc finger domain protein 2B (Homo sapiens), Q9UIF8; AlphaScreen BAZ2B-H3K14Ac peptide displacement; Potency, µM (series often up to 114 µM), inactives show at the top dose activity change, negative = inhibition, most hits filed as inhibitors; hit rate 4.4% among 360,000; AID 504333, 2011; also: potency is read from the fitted curve at half-maximal effect; % is scaled to controls: 0 for no effect and ±100 for the full control effect; nearly all actives have a fitted effect of over 60% in size
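In this displacement format the biotinylated H3(5-23) peptide acetylated at Lys14 serves as ligand at 50 nM, with BAZ2B at 50 nM in PBS pH 7.4 containing 0.01% Tween-20. Donor and acceptor beads are 10 ug/mL final.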
PI4K2A block – qHTS for small molecular inhibitors of PI4K2A; Phosphatidylinositol 4-kinase type 2-alpha (Homo sapiens), Q9BTU6; purified PI4K2A, ADP-Glo luminescence, 1 h; stronger effect = lower value; activity change, negative = inhibition, % at 76.9 µM; hit rate 0.13% among 420,000; AID 1346378, 2018; in the data active = activity change below about -50%; inconclusive = mostly about -30% to -49%;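 also: -100% = wells without enzyme as full effect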
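Compounds are screened against recombinant PI4K2A using PI as substrate and ATP, the latter dispensed at 300 microM. Reactions run one hour at ambient temperature before ADP-Glo detection; full inhibition defined by wells lacking enzyme.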
12-LOX inh – Primary qHTS assay for inhibitors of human arachidonate 12S-lipoxygenase (ALOX12): Round 2. purified 12hLO, xylenol orange hydroperoxide absorbance. hit rate 1.1% among 580,000. Potency, µM (titrated, usually from 108 µM), for inactives: at the top dose activity change, negative = inhibition, usual class: inhibitors; also: potency is read from the fitted curve at half-maximal effect; % is scaled to controls: 0 for no effect and ±100 for the full control effect
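Purified human 12hLO at 150 nM in 25 mM Hepes, 0.01% Triton X-100, pH 7.0, preincubated 15 min at room temperature with compound. Reaction started with 40 uM arachidonic acid, 30 min at room temperature. Hydroperoxide measured by Fe-xylenol orange, 573/405 nm absorbance ratio.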
ERG Ets-DNA blk – qHTS for Small Molecule Inhibitors of the ERG Ets/DNA interaction; Transcriptional regulator ERG (Homo sapiens), P11308; hit rate 0.028% among 370,000; Potency, µM (titrated, usually from 76.9 µM), for the others: at the highest dose FP activity, negative = inhibition, actives largely listed as inhibitors; fluorescence polarization, His-ERG Ets domain / labelled DNA; AID 624246, 2012; active = well fitted inhibition curve with a large enough effect in the polarisation, with a control signal flat; inconclusive = small, poorly fitted or top-dose-only effect, or effect the other way, or a change in a side signal; inactive = no such curve, though single readings can be large or run the other way; the % refers to the polarisation;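 also: polarization taken with two DNA probes labelled with fluorescein and Texas red; potency is read from the fitted curve at half-maximal effect; % of control where 0% means no effect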
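His-tagged ERG Ets domain (1 uM in the protein solution; 300mM KCl, 50mM Tris-HCl, 1mM EDTA, 1mM DTT, pH 7.5) received compound, then a probe mix of 5 nM fluorescein-DNA and 100nM Texas-615-DNA. Fluorescence polarization was read for both dyes.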
JMJD2A Tudor – qHTS Assay for Inhibitors of JMJD2A-Tudor Domain; Potency, µM (highest dose often 114 µM), for inactives: top-dose activity change, negative = inhibition, hits mostly inhibitors; AlphaScreen JMJD2A-Tudor / H3K4me3 peptide binding; hit rate 4.4% among 390,000; also: potency is read from the fitted curve at half-maximal effect; % is scaled to controls: 0 for no effect and ±100 for the full control effect; nearly all actives have a fitted effect of over 50% in size
G9a block – qHTS Assay for Inhibitors of Histone Lysine Methyltransferase G9a; hit rate 8.8% among 350,000; Potency, µM (series often up to 102 µM), inactives show at the highest dose activity, negative = inhibition, most hits filed as inhibitors; G9a H3K9 monomethylation, AlphaScreen, 2 h; Histone-lysine N-methyltransferase EHMT2 (Homo sapiens), Q96KQ7; also: potency is read from the fitted curve at half-maximal effect; % is scaled to controls: 0 for no effect and ±100 for the full control effect; nearly all actives have a fitted effect of over 75% in size
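G9a (20 nM) preincubated 15 min RT with compounds, then 500 nM biotinylated H3K9 peptide and 20 uM SAM added; 2 h RT reaction. Monomethyl-H3K9 product detected by AlphaScreen with anti-H3K9me1 antibody, streptavidin donor and anti-rabbit IgG acceptor beads.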
Numbers without * were called inactive; i = inactive; ? = inconclusive; / = not tested or not shown; & = joins results of further samples; [ ] = dose if it differs, or a comment. Unless noted, calls follow the shape of the dose curve; as a rule, active = well fitted curve in the direction sought with a large enough effect; inconclusive = small, poorly fitted or top-dose-only effect, or another doubt; inactive = no such curve, though single readings can be large; an effect the other way counts as inactive or inconclusive.

G9a block	ERG Ets-DNA blk	12-LOX inh	JMJD2A Tudor	GLS inhibitor	RGS4 inhibitor	BAZ2B inh	HP1b chromo inh	PI4K2A block	SMILES
/	9%	0%	-13%	3%	40%	2%	46%[activator]	0	O=C(NCc1csc(-c2cccs2)n1)Nc1ccc(F)cc1F
-1%[59 µM]	11%	?	-7%	-3%	-9%	-4%	22%	1	O=c1[nH]c(=O)n(C2CCCCCC2)c(O)c1C=NCc1ccc(F)cc1
-32%[2.33 µM]	/	0%	/	6%	/	/	/	3	CCCCCCNC(=O)n1cc(F)c(=O)[nH]c1=O
8.9µM*	1%	?	28µM*	?	?	?	?	-1	Cc1ccc(/C=C/C(=O)NCCc2ccccc2)o1
37%[activator][12.7 µM]	-1%	-3%	-5%	1%	-7%	-25%	30%	-1	COc1cccc(NC(=O)CN(C)C(=O)c2ccc(COc3ccccc3)o2)c1
1.8µM*	5%	28µM*	?	-1%	-128%	?	?	-13	Cc1ccc(S(=O)(=O)N(C(=O)c2ccco2)c2cc3sc(=O)oc3c3ccccc23)cc1
?	-2%	/	?	-3%	9%	-28%	-6%	-5	O=C(CN1CCCC1)Nc1nc(-c2ccc3c(c2)CCN3C(=O)c2ccccc2F)cs1
/	/	56%[activator]	-18%[57.1 µM]	/	16%	/	1%[57 µM]	/	O=C1NCc2c1c1c3ccccc3[nH]c1c1[nH]c3ccccc3c21
10%[59 µM]	2%	-4%	-25%	0%	9%	-10%	27%	6	O=C(NCc1ccccc1)C1=C[C@H](c2csc3ccccc23)C[C@H](OCc2ccc(CO)cc2)O1
?	-3%	-8%	-7%	-3%	7%	-6%	28%	-2	O=C(CSc1ncn[nH]1)Nc1c(Br)cc([N+](=O)[O-])cc1Br
?	-2%	11%	-8%	0%	-7%	-18%	45%[activator]	3	Cc1cc(C(=O)NCc2csc(-c3ccccc3)n2)no1
/	6%	-29%	2%	-1%	10%	4%	14%	1	O=C(NCc1ccccc1Cl)NC(=O)c1csc([N+](=O)[O-])c1
24%[59 µM]	0%	68%	-12%	12%	-11%	?	5%	-2	Cc1c(Cl)cccc1NC(=S)NCc1ccco1
-5%[12.7 µM]	-1%	-1%	-15%	3%	30%	8%	18%	1	CN(c1ccccc1)S(=O)(=O)c1ccc(Cl)c(C(=O)NCc2ccccc2CN2CCCC2)c1
45µM*	-15%	?	7%	6%	7%	8%	52%[activator]	-2	CCCc1cc(=O)n2[nH]c(-c3cc(OC)c(OC)c(OC)c3)nc2n1
-1%	3%	-1%	-8%	0%	5%	-16%	28%	4	O=C(NCCc1cnn(-c2ccccc2)c1)c1cc(COc2c(F)cccc2F)on1
-2%[59 µM]	12%	-46%	-23%	-12%	-6%	3%	13%	0	N=c1c2c(-c3ccccc3)c(-c3ccccc3)oc2ncn1CCCN1CCOCC1
10%[59 µM]	-26%	2%	?	0%	31%	57%[activator]	18%	-2	N=c1ccn(Cc2ccc(Cl)c(Cl)c2)cc1
20%[59 µM]	1%	2%	-4%	-7%	-9%	2%	37%	-1	Cc1ccc(S(=O)(=O)N2CCN(C(=O)CC(C)n3cncn3)CC2)cc1 (stereo not drawn)
-37%[59 µM]	1%	-20%	?	1%	10%	-28%	-11%	3	COc1ccc(S(=O)(=O)Nc2cc(-c3cn4cccc(C)c4n3)ccc2C)cc1C
/	-8%	i	11%	0%	18%	/	37%[activator]	-10	N#Cc1ccc(COC(=O)c2ccc3c(c2)OCO3)cc1
-6%[59 µM]	-6%	10%	-22%	25%	-18%	-34%	11%	-10	COc1ccc(C2NC3=C(CCC3)C3(C#N)C4(N=C(N)C23C#N)OCCO4)cc1 (stereo not drawn)
-27%	-16%	2%	6%	-2%	-12%	-8%	37%	8	COc1cc(OC)cc(C(=O)NNC(=O)c2ccc(S(=O)(=O)N3CC(C)OC(C)C3)cc2)c1 (stereo not drawn)
-3%[59 µM]	3%	6%	-15%	10%	-4%	2%	22%[57 µM]	-1	O=C(CSc1nc2c([nH]c3ccccc32)c(=O)n1-c1ccccc1)Nc1ccc2c(c1)OCCO2
-7%	1%	-17%	-13%	14%	-12%	?	24%	0	CCN1C(=O)c2cccc3c(NS(=O)(=O)c4ccc(NC(C)=O)cc4)ccc1c23
1%	3%	3%	-5%	5%	-12%[56.9 µM]	22%[57.1 µM]	59%[activator]	-4	COc1cc(C(=O)NCCC(=O)NC2CCC(C)CC2)cc(OC)c1OC (stereo not drawn)
19%[2.33 µM]	5%	-20%	-5%	-10%	-18%	-3%	53%[activator]	3	COCCOc1ccc(C(F)(F)F)cc1NC(=O)COC(=O)c1c(C)noc1C
?	-1%	32%[activator]	-22%[57.1 µM]	-6%	-9%	?	-11%	0	CCn1c(O)c(N=NC(=O)c2cccs2)c2ccccc21
-4%	1%	28µM*	-21%	-4%	-25%	-28%	2%	5	COc1ccc(Nc2ccc([N+](=O)[O-])cn2)cc1
12%[59 µM]	1%	-8%	5%	0%	11%	-1%	24%	2	COc1ccc(NC(=O)c2ncn(-c3ccccc3)n2)cc1Cl
260%[activator]	2%	?	79%[activator]	0%	-9%	50%[activator]	87%[activator]	-69*	COc1cccc(/C=C2\CCc3ccccc3C2=O)c1
/	-3%	1%	-2%	2%	-20%	/	5%[57 µM]	-7	CC(C)Nc1ncnc2[nH]ncc12
-18%	3%	-4%	-32%	-7%	-6%	-18%	23%	0	COc1cc(C(=O)NC(CCSC)C(=O)OCc2cc([N+](=O)[O-])cc3c2OCOC3)cc(OC)c1OC (stereo not drawn)
7.1µM*	17%	?	1.1µM*	-5%	-11%	56µM*	45µM*	-1	O=C(CNCc1ccc(Cl)cc1)Nc1ccc(C(=O)N2CCCCC2)cc1
-12%	-1%	-8%	-29%	7%	-6%[56.9 µM]	-21%	10%	-3	COc1cc(/C=C2/C(=N)N3N=C(CC(=O)N4CCOCC4)SC3=NC2=O)ccc1OC(C)c1ccccc1 (stereo not drawn)
-23%	-9%	-6%	-23%	-5%	-14%	-10%	22%	-1	Cc1[nH]c2ccccc2c1C(=O)COC(=O)c1cccc(S(=O)(=O)N2CCCCC2)c1
-3%[12.7 µM]	-6%	29%	4%	-6%	22%	-2%	26%	3	CCOC(=O)Cc1nc2ccccc2[nH]1
45µM*	0%	?	?	6%	12%	?	5%	-12	COc1cc(C2C(C(=O)c3ccc(C)o3)=C(O)C(=O)N2c2cc(C)on2)ccc1O (stereo not drawn)
79µM*	5%	-2%	?	?	-38%	35µM*	?	-15	CC(=O)c1cccc(Nc2nc(-c3sc(N)nc3C)cs2)c1
-5%[59 µM]	-4%	17%	?	-9%	-12%	-28%	2%	-5	C/C(=N/NC(=O)C1CCN(S(=O)(=O)c2ccc(C)cc2)CC1)c1cccc([N+](=O)[O-])c1
1%	-6%	10%	-9%[11.4 µM]	-2%	14%[11.4 µM]	-17%	35%	2	Clc1ccccc1OCc1nnc2n1CCCCC2
7%	-3%	-20%	6%	15%	-17%	-12%	17%	4	Cc1ccccc1C(=O)NC(C)C1CC2CCC1C2 (stereo not drawn)
?	-2%	-17%	-29%	-14%	-11%	89µM*	10%	0	O=[N+]([O-])c1cccc(Nc2nc(Cl)nc(Cl)n2)c1
11µM*	3%	7%	25µM*	7%	-40%	22µM*	?	1	C#CCOc1ccc(C2C(C(=O)OC)=C(C)NC3=C2C(=O)c2ccccc23)cc1OCC (stereo not drawn)
-5%[59 µM]	3%	-7%	-7%	25%	-12%	1%	24%	-9	Cn1c(NCc2ccccc2F)nc2ccccc21
14%	0%	229%[activator]	-12%	24%	2%	-11%	42%[activator]	1	COC(=O)c1ccc(C(=O)N2CCCC(N3CCN(c4ccc(F)cc4)CC3)C2)nc1 (stereo not drawn)
-24%[59 µM]	45%&4%[activator]	-3%&-14%	-10%&-18%	-4%&8%&21%	-9%&8%	5%&-6%	43%&10%[activator]	-2&-4	C=C[C@]1(C)C[C@@H](OC(=O)CSCCN(CC)CC)[C@]2(C)C(C)CC[C@]3(CCC(=O)[C@H]32)[C@@H](C)[C@@H]1O (stereo partly drawn)
109%[activator][59 µM]	-1%	-3%	71%[activator]	-8%	-3%	41%[activator]	128%[activator]	9	CC(C)Cc1nc(Cl)c(C#N)c2c1CCCC2
5%	-8%	0%	-9%	5%	10%	13%	15%	8	CCNC(=O)CP(=O)(c1ccccc1)c1ccccc1

High-throughput results as filed in PubChem.

A portion of the library; rates above refer to the full screens.
